High-throughput results (PubChem BioAssay)
PLCb3 inh – PLC-beta3 (human) inhibition, primary screen | Q01970 | AID 720704 | inhibition, % at 12.2 µM | Purified PLC-beta3, fluorogenic substrate, fluorescence | hit rate 0.18% among 370,000; in the data active means inhibition above about 11%;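 further: 0% = median of compound wells on plate and 100% = full blocker control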
HGIII-sPLA2 inh – Blocks human group III sPLA2 activity; Q9NZ20; QFRET BODIPY PC-A2 liposome hydrolysis, fluorescence; inhibition, % at 12.2 µM; hit rate 0.56% among 370,000;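 active means inhibition above mean plus 3 SD of compounds lying within the high and low control bounds, cut at about 19% in these data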;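 further: 0% = median of test compound wells and 100% = no enzyme DMSO wells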
GAA850 FXN act – frataxin GAA850 promoter activation; HEK293 lucGAA850 FXN promoter luciferase reporter, 24 h; percent of 10 µM SAHA response; activation, % at 6 µM; hit rate 0.56% among 360,000; AID 540364;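 active means activation above the average of all compounds screened plus 3 SD, cutoff fixed separately per campaign, cut at about 7.5% in these data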;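 further: 0% = DMSO wells and 100% = 10 µM SAHA wells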
Rev-erbA mod – Rev-erb alpha (human) modulation | activity, % at 10 µM | P20393 | AID 1259318 | Rev-erbα–FITC-DNA binding, fluorescence polarization, 90 min | hit rate 0.79% among 370,000;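 active means activity above about 14%, limit read from the data; passing the limit was not always enough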;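 further: 0% = DMSO wells with 35 nM protein and 100% = DMSO wells with 750 nM protein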
Target sequence (P20393 whole entry, looked up): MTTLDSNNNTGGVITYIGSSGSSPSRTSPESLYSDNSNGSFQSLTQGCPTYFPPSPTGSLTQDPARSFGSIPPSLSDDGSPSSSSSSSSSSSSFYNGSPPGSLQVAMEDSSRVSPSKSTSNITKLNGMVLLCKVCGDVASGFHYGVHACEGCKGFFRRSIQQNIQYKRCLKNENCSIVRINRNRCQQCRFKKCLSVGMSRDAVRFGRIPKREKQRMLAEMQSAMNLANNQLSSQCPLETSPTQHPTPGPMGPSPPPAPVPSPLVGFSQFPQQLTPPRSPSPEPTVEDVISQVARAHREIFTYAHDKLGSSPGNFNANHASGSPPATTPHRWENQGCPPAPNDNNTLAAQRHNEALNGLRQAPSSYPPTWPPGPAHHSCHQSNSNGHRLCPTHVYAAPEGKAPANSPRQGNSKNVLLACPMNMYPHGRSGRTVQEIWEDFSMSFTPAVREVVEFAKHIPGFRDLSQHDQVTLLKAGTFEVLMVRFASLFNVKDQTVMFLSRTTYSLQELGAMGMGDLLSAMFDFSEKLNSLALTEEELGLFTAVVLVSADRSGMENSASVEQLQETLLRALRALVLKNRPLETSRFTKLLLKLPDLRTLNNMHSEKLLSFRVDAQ
ssDAF12 agonist – activators of S. stercoralis DAF-12 nuclear receptor; HEK293 ssDAF-12/GRIP1 lit1-tk-luc reporter, luminescence; % of 3 µM dafachronic acid response; activation, % at 6.8 µM; hit rate 1% among 370,000; AID 652126;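 active means activation above the mean over all tested compounds plus 3 SD, cut at about 0.9% in these data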;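 further: 0% = DMSO-only wells and 100% = 3 µM delta7-dafachronic acid wells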
DAX1 inh-1 – DAX1 (NR0B1) inhibition, primary screen | HEK293T StAR-luciferase reporter, SF-1/DAX-1 repression relief | inhibition, % at 6.8 µM | hit rate 1.1% among 370,000 | AID 652010;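 active means inhibition above the mean over all tested compounds plus 3 SD, cut at about 3.6% in these data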;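 further: 0% = DAX-1 cells with DMSO and 100% = cells lacking DAX-1 with DMSO; higher inhibition means more luminescence from relief of DAX-1 repression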
SMARCA2 activ – SMARCA2 function activation, primary screen | activation, % at 9.1 µM | MG213 cells, MMTV-luciferase reporter, dexamethasone, overnight | AID 652017 | hit rate 1% among 370,000; in the data active means activation above about 7.8%;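 further: 0% = vehicle wells and 100% = reference activator wells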
DAX1 inh-2 – NR0B1 (DAX1) inhibition; HEK293 Gal4-DAX1 luciferase reporter, luminescence; P51843; AID 504766; inhibition, % at 6.75 µM; hit rate 0.99% among 340,000;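 active means inhibition above the mean over all tested compounds plus 3 SD, cut at about 4.2% in these data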;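 further: 0% = DAX1-transfected cells with DMSO and 100% = empty-vector control cells with DMSO; inhibition shows as a rise in luminescence from relieved DAX1 repression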
Target sequence (P51843 207-470 limits assumed): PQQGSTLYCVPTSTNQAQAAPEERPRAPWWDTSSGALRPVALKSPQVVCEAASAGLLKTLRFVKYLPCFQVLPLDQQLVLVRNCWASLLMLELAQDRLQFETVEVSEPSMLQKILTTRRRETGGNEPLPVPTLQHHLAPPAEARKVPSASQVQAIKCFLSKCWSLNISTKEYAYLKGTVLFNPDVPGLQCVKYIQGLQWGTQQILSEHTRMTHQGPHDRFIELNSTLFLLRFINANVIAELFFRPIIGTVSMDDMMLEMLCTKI
PG9 binder – small molecules binding HIV-1 gp120 antibody PG9. AID 624416. inhibition, % at 6.7 µM. hit rate 0.43% among 360,000. TR-FRET gp120-PG9 antibody binding; in the data active means inhibition above about 8.5%
hcDAF12 agonist – activates DAF-12 receptor from parasite H. contortus. HEK293 hcDAF-12 lit1-tk-luc reporter, luminescence; 0% DMSO, 100% Δ7-dafachronic acid. activation, % at 6.8 µM. hit rate 1.4% among 370,000;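 active means activation above the mean of all tested compounds plus 3 SD, cut at about 5.5% in these data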;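 further: 100% = response to 3 µM Δ7-dafachronic acid high control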
hgDAF-12 ag – agonists of H. glycines DAF-12 nuclear receptor. HEK293 GAL4-hgDAF12 UAS-luciferase reporter, agonist luminescence; normalized to butyrate control. activation, % at 6.8 µM. hit rate 1.8% among 370,000;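 active means activation above a cutoff set at the mean of all screened compounds plus 3 SD, cut at about 10% in these data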;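 further: 0% = DMSO wells and 100% = sodium butyrate wells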
The depositor's hits bear a star. Random draw from the library. About 7% of those tested had a hit in this group.

What do the screens show for `COc1ccc(OC)c(C(=O)CSc2nc3ncccc3[nH]2)c1`?
PLCb3 inh: -2.3; HGIII-sPLA2 inh: -16.4; GAA850 FXN act: 1.4; Rev-erbA mod: 0.9; ssDAF12 agonist: -0.6; DAX1 inh-1: -0.9; SMARCA2 activ: -0.1; DAX1 inh-2: 0.8; PG9 binder: -0.4; hcDAF12 agonist: -1.9; hgDAF-12 ag: -1.8

How did CC(=O)Nc1ccc(NC(=O)C2CCCN(c3ncccn3)C2)cc1 (centres undefined) do in these assays?
PLCb3 inh: -9.3; HGIII-sPLA2 inh: 4.8; GAA850 FXN act: 1.6; Rev-erbA mod: 1.7; ssDAF12 agonist: -0.1; DAX1 inh-1: -0.1; SMARCA2 activ: -3.3; DAX1 inh-2: -0.5; PG9 binder: -0.1; hcDAF12 agonist: -1.9; hgDAF-12 ag: 3.4

What do the screens show for `Cc1ccc(S(=O)(=O)NCCN2CCOCC2)c(C)c1C`?
PLCb3 inh: 1.4; HGIII-sPLA2 inh: 0.8; GAA850 FXN act: 2.2; Rev-erbA mod: 2.7; ssDAF12 agonist: -1.1; DAX1 inh-1: -0.1; SMARCA2 activ: 0.7; DAX1 inh-2: 0.3; PG9 binder: 0.5; hcDAF12 agonist: -0.5; hgDAF-12 ag: 0.1

How did O=c1c2c(nc3cc(-c4cccc(Cl)c4)[nH]n13)CCCC2 do in these assays?
PLCb3 inh: -9.6; HGIII-sPLA2 inh: 0.9; GAA850 FXN act: 2.9; Rev-erbA mod: -0.7; ssDAF12 agonist: 1.6*; DAX1 inh-1: 13.9*; SMARCA2 activ: 5.5; DAX1 inh-2: 1.1; PG9 binder: 3.5; hcDAF12 agonist: 8.7*; hgDAF-12 ag: 18.1*

How did C=CCc1cccc2cc(C(=O)NCc3cccnc3)c(=O)oc12 do in these assays?
PLCb3 inh: -38.1; HGIII-sPLA2 inh: 0.1; GAA850 FXN act: 0.8; Rev-erbA mod: 0.7; ssDAF12 agonist: -1.3; DAX1 inh-1: 0.6; SMARCA2 activ: -1.0; DAX1 inh-2: -0.4; PG9 binder: 2.1; hcDAF12 agonist: 0.4; hgDAF-12 ag: 1.2

Results for CCN(CC)CCCNC(=O)c1ccc2c3n(nc2c1)-c1ccc(Cl)cc1CO3 ?
PLCb3 inh: -78.9; HGIII-sPLA2 inh: 5.5; GAA850 FXN act: 5.7; Rev-erbA mod: -3.6; ssDAF12 agonist: 0.1; DAX1 inh-1: 1.1; SMARCA2 activ: 11.3*; DAX1 inh-2: 1.3; PG9 binder: -3.2; hcDAF12 agonist: 2.5; hgDAF-12 ag: 7.7

How did Cc1cccn2c(CNCC3(c4ccccc4)CCCC3)c(C(=O)N3CCOCC3)nc12 do in these assays?
PLCb3 inh: -3.6; HGIII-sPLA2 inh: -1.6; GAA850 FXN act: -7.3; Rev-erbA mod: -7.1; ssDAF12 agonist: -1.2; DAX1 inh-1: -2.2; SMARCA2 activ: -4.5; DAX1 inh-2: -1.1; PG9 binder: -1.2; hcDAF12 agonist: -1.5; hgDAF-12 ag: -3.8

What do the screens show for `Cc1nn2c(-c3cccc(NC(=O)CN4CCOCC4)c3)nnc2c2ccccc12`?
PLCb3 inh: -9.8; HGIII-sPLA2 inh: 3.3; Rev-erbA mod: -11.7; ssDAF12 agonist: -1.2; DAX1 inh-1: -0.8; SMARCA2 activ: -1.9; PG9 binder: 0.1; hcDAF12 agonist: -4.7; hgDAF-12 ag: -1.9

What do the screens show for `O=C(CCN=C1NS(=O)(=O)c2ccccc21)OCc1c(F)c(F)c(F)c(F)c1F`?
PLCb3 inh: -3.1; HGIII-sPLA2 inh: -1.6; GAA850 FXN act: 1.4; Rev-erbA mod: -4.1; ssDAF12 agonist: -0.7; DAX1 inh-1: 0.6; SMARCA2 activ: 2.2; DAX1 inh-2: 0.7; PG9 binder: -0.5; hcDAF12 agonist: -0.7; hgDAF-12 ag: -1.3

What do the screens show for `Cc1noc(C)c1C(=O)N1CCN(c2cccc(Cl)c2)CC1`?
PLCb3 inh: -3.5; HGIII-sPLA2 inh: 4.2; GAA850 FXN act: 1.1; Rev-erbA mod: 0.4; ssDAF12 agonist: -1.5; DAX1 inh-1: -0.2; SMARCA2 activ: -2.0; DAX1 inh-2: 0.5; PG9 binder: -1.6; hcDAF12 agonist: -2.0; hgDAF-12 ag: -2.0

What do the screens show for `CSc1nc2ccc(NC(=O)c3ccccn3)cc2s1`?
PLCb3 inh: -10.8; HGIII-sPLA2 inh: -5.0; GAA850 FXN act: -0.3; Rev-erbA mod: -0.1; ssDAF12 agonist: 1.3*; DAX1 inh-1: 3.9*; SMARCA2 activ: 6.4; DAX1 inh-2: -1.1; PG9 binder: -1.6; hcDAF12 agonist: 10.5*; hgDAF-12 ag: 16.2*

Results for Cc1ccc(C2=[N+]([O-])C3(CCCCC3=O)N(O)C2(C)C)cc1 (centres undefined) ?
PLCb3 inh: 5.2; HGIII-sPLA2 inh: 7.4; GAA850 FXN act: -6.0; Rev-erbA mod: -0.6; ssDAF12 agonist: -2.7; DAX1 inh-1: -2.7; SMARCA2 activ: -9.0; DAX1 inh-2: -1.1; PG9 binder: -2.8; hcDAF12 agonist: -6.5; hgDAF-12 ag: -13.0

How did CCn1c(CNc2ccc(Cl)cc2)nnc1SCC(=O)NCc1ccccc1 do in these assays?
PLCb3 inh: -2.8; HGIII-sPLA2 inh: 0.4; GAA850 FXN act: -0.2; Rev-erbA mod: -5.2; ssDAF12 agonist: -0.7; DAX1 inh-1: 0.4; SMARCA2 activ: -6.3; DAX1 inh-2: -2.0; PG9 binder: 0.8; hcDAF12 agonist: 0.1; hgDAF-12 ag: -0.7

Results for Cc1ccc(NC(=O)NC(=O)CN2C(=O)NC3(CCCCCCC3)C2=O)c(C)c1 ?
PLCb3 inh: 2.8; HGIII-sPLA2 inh: -19.6; GAA850 FXN act: -0.2; Rev-erbA mod: -1.2; ssDAF12 agonist: -0.9; DAX1 inh-1: -0.5; SMARCA2 activ: 0.2; DAX1 inh-2: -0.7; PG9 binder: 0.7; hcDAF12 agonist: 3.0; hgDAF-12 ag: -0.3

What do the screens show for `COc1ccc(OC)c(CN2CCC(CO)(CCOc3ccccc3)CC2)c1`?
PLCb3 inh: -23.6; HGIII-sPLA2 inh: -7.5; GAA850 FXN act: -0.2; Rev-erbA mod: -1.7; ssDAF12 agonist: -1.7; DAX1 inh-1: -0.4; SMARCA2 activ: -3.5; DAX1 inh-2: -0.8; PG9 binder: -2.4; hcDAF12 agonist: -0.1; hgDAF-12 ag: 1.6

What do the screens show for `Cc1cccc(N2CC(C(=O)Nc3nnc(SCCC4OCCO4)s3)CC2=O)c1` (centres undefined)?
PLCb3 inh: -8.8; HGIII-sPLA2 inh: -9.3; GAA850 FXN act: 2.0; Rev-erbA mod: -1.9; ssDAF12 agonist: -1.4; DAX1 inh-1: -0.8; SMARCA2 activ: 0.9; DAX1 inh-2: 0.1; PG9 binder: -3.5; hcDAF12 agonist: 0.2; hgDAF-12 ag: -2.9

Results for Cc1cc(C)cc(C(=O)NC(CC(N)=O)c2ccc(NCCN3CCOCC3)c([N+](=O)[O-])c2)c1 (centres undefined) ?
PLCb3 inh: 6.0; HGIII-sPLA2 inh: 7.7; GAA850 FXN act: 0.6; Rev-erbA mod: -0.6; ssDAF12 agonist: -1.6; DAX1 inh-1: 0.4; SMARCA2 activ: -1.8; DAX1 inh-2: 0.8; PG9 binder: 0.5; hcDAF12 agonist: -1.2; hgDAF-12 ag: -0.6

How did O=[N+]([O-])c1ccc2nc(-c3ccc(Cl)cc3)[nH]c2c1 do in these assays?
PLCb3 inh: -165.3; HGIII-sPLA2 inh: -2.0; GAA850 FXN act: 5.3; Rev-erbA mod: 7.3; ssDAF12 agonist: 1.2*; DAX1 inh-1: 4.1*; SMARCA2 activ: -0.1; DAX1 inh-2: 3.6; PG9 binder: -1.2; hcDAF12 agonist: 9.9*; hgDAF-12 ag: 21.8*

Results for N#CCSc1nnc(C2CCCCC2)n1-c1ccccc1 ?
PLCb3 inh: -2.6; HGIII-sPLA2 inh: 6.2; GAA850 FXN act: 4.2; Rev-erbA mod: 4.2; ssDAF12 agonist: -1.2; DAX1 inh-1: 0.8; SMARCA2 activ: 0.9; DAX1 inh-2: -1.1; PG9 binder: 2.3; hcDAF12 agonist: -1.8; hgDAF-12 ag: -3.0

Results for O=C(O)COc1ccccc1/C=N/NC(=O)COc1ccc(-c2ccccc2)cc1 ?
PLCb3 inh: -11.7; HGIII-sPLA2 inh: -10.2; GAA850 FXN act: -0.6; Rev-erbA mod: -2.0; ssDAF12 agonist: -1.2; DAX1 inh-1: -0.4; SMARCA2 activ: 0.6; DAX1 inh-2: 2.0; PG9 binder: 0.8; hcDAF12 agonist: 0.2; hgDAF-12 ag: 5.9

How did O=C(NCc1ccccc1CN1CCCC1)c1cccc(S(=O)(=O)Nc2ccc(F)cc2)c1 do in these assays?
PLCb3 inh: -3.0; HGIII-sPLA2 inh: -24.9; GAA850 FXN act: 0.7; Rev-erbA mod: -5.6; ssDAF12 agonist: -0.9; DAX1 inh-1: 2.4; SMARCA2 activ: 3.5; DAX1 inh-2: 0.1; PG9 binder: -3.2; hcDAF12 agonist: -0.6; hgDAF-12 ag: 1.7

Results for CSc1nc2nc(C)cc(-c3ccccc3)n2n1 ?
PLCb3 inh: -22.5; HGIII-sPLA2 inh: 1.9; GAA850 FXN act: -0.6; Rev-erbA mod: -3.8; ssDAF12 agonist: -0.8; DAX1 inh-1: -0.2; SMARCA2 activ: -0.1; DAX1 inh-2: -1.1; PG9 binder: 0.7; hcDAF12 agonist: -0.9; hgDAF-12 ag: -1.1

How did Cc1cccc(NC(=O)C(=O)C2C(=O)Nc3ccccc32)c1 (centres undefined) do in these assays?
PLCb3 inh: -10.5; HGIII-sPLA2 inh: 3.3; GAA850 FXN act: 3.7; Rev-erbA mod: 1.1; ssDAF12 agonist: -0.3; DAX1 inh-1: 0.3; SMARCA2 activ: -3.2; DAX1 inh-2: -0.8; PG9 binder: -1.3; hcDAF12 agonist: 3.7; hgDAF-12 ag: -0.2

What do the screens show for `COc1ccc(C)cc1NS(=O)(=O)c1ccc(-c2cnc(C3CC3)o2)cc1`?
PLCb3 inh: -5.8; HGIII-sPLA2 inh: -33.8; GAA850 FXN act: -2.5; Rev-erbA mod: 9.2; ssDAF12 agonist: -1.0; DAX1 inh-1: -1.4; SMARCA2 activ: -3.1; DAX1 inh-2: -1.6; PG9 binder: -0.2; hcDAF12 agonist: -3.1; hgDAF-12 ag: -5.0

How did OC1C=CSc2nc3ccccc3n21 (centres undefined) do in these assays?
PLCb3 inh: 2.9; HGIII-sPLA2 inh: 0.9; GAA850 FXN act: 4.3; Rev-erbA mod: 2.6; ssDAF12 agonist: -0.1; DAX1 inh-1: 0.2; SMARCA2 activ: 0.7; DAX1 inh-2: 0.0; PG9 binder: -1.6; hcDAF12 agonist: 0.2; hgDAF-12 ag: -2.4
